Bioassay records deposited in PubChem by several laboratories.
CF NFkB block: blocks PAF-induced NF-kB reporter in cystic fibrosis cells | KKLEB NF-kB-GFP reporter, GFP fluorescence overnight | inhibition, % at 5 µM | 360,000 tested, 0.86% active;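 active means at least 50% inhibition at 5 µM, scaled per plate between neutral and stimulator controls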;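 further: PAF is a Pseudomonas aeruginosa culture filtrate used as stimulus; plate controls were PAF-stimulated DMSO wells for no effect and unstimulated DMSO wells for full effect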
NR2E3 ag-1: activates human NR2E3 receptor; AID 602229; CHO-S Gal4-NCOR/VP16-NR2E3 two-hybrid, luciferase; inhibition of corepressor binding, % at 3.98 µM; 360,000 tested, 0.35% active;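 active means inhibition above the mean of all tested compounds plus 3 SD, cut at about 70% in these data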;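 further: 0% = DMSO with NR2E3 transfected cells and 100% = cells lacking NR2E3 construct; higher means lower luciferase signal from less NR2E3 corepressor binding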
Target sequence (Q9Y5X4 whole entry, looked up, the tested form may be a part): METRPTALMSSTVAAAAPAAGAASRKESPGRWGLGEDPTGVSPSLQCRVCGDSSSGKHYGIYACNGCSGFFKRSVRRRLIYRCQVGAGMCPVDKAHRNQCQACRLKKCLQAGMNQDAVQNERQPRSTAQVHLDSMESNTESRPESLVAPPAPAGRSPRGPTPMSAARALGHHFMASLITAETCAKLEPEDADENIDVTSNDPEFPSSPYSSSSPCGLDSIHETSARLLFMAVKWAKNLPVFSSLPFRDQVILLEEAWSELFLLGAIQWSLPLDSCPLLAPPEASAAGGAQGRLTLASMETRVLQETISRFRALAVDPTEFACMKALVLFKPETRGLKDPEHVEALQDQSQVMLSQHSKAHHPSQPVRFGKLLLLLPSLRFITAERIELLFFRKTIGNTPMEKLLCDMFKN
TWEAK-Fn14 inh: blocks TWEAK-Fn14 interaction in a reporter cell assay; 360,000 tested, 2% active; TWEAK-stimulated Fn14 reporter cells, luciferase luminescence, 8 h; AID 1159606; inhibition, % at 10 µM; in the data active means inhibition above about 50%
TROY signal inh: blocks TROY-dependent signaling in reporter cells; inhibition, % at 10 µM; 360,000 tested, 0.98% active; AID 1347056; Q293 LMP1-TROYcd NF-kB luciferase reporter, 4 h;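 active means compounds whose plate-normalised and pattern-corrected inhibition of the luciferase reporter signal at the single screening dose is 50% or more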
Shn3 inh set2: reduces Shn3 3'UTR luciferase signal in osteoblasts. inhibition, % at 12.5 µM. Clone20 osteoblast Shn3 3'UTR firefly luciferase, 24 h. 360,000 tested, 0.52% active;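 active means mean inhibition of at least 75% with every replicate also reaching 75%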;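 further: 0% = median of neutral control wells and 100% = pilot-screen positive control compound; some compounds past the cut are filed as inactive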
KKLEB tox: CF airway cell cytotoxicity counter-screen | activity change (cytotoxicity), % at 5 µM | KKLEB CF airway cells viability, ATPlite luminescence, overnight; hits give low values; cells stimulated with P. aeruginosa culture filtrate | 360,000 tested, 0.36% active;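 active means corrected activity change at or below -50% at 5 µM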
HIF-2a block: blocks HIF-2a reporter activity | 786-0 RCC cells HIF-2a reporter, luciferase luminescence, overnight | inhibition, % at 18.8 µM | 360,000 tested, 0.72% active | AID 624352;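 active means inhibition of the luminescence signal of 40% or more relative to plate controls, in a single-dose primary screen at 18.75 µM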
NR2E3 ag-2: activates human photoreceptor nuclear receptor NR2E3 | GST-NR2E3/biotin-RetCOR TR-FRET, 1536-well | 320,000 tested, 0.12% active | AID 2300 | Q9Y5X4 | inhibition of corepressor binding, % at 4.78 µM;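 active means percent inhibition above the cutoff of mean plus 3 SD of all tested compounds, set per screening campaign, cut at about 20% in these data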;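 further: 0% = DMSO wells and 100% = biotin wells as full block of FRET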
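System: GST-NR2E3 and biotin-RetCOR proteins; probe or stimulus: 7 nM biotin-RetCOR; doses: compound at 4.8 µM, single dose; schedule: Compound–protein incubation for 5 h at 4 °C; detection: time-resolved FRET; read-out: percent inhibition; controls: biotin wells as high control, 0.6% DMSO wells as low control; format: 1536-well plates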
Peg3 prom inh: Peg3 promoter activity inhibition | HeLa PEG-Prom luciferase reporter, luminescence, overnight | inhibition, % at 20 µM | 360,000 tested, 1.7% active;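 active means inhibition of at least 50% at 20 µM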
TRAIL sens C8: sensitizes caspase-8 expressing cells to TRAIL; 360,000 tested, 1% active; inhibition (viability loss, TRAIL sensitization), % at 10 µM; NB7+C8 cells + TRAIL, ATPlite viability luminescence;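 active means compounds causing at least 50% loss of cell viability in the single-dose screen, relative to plate controls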
MITF TRPM1 inh: reduces MITF-dependent TRPM1 promoter luciferase signal; SK-MEL-5 TRPM1 promoter luciferase, 24 h; inhibition, % at 12.5 µM; 330,000 tested, 0.83% active; AID 488899;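 active means mean inhibition across replicates of 60% or more, whatever share of single replicates reaches that level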; further: values of inactives mirror those of a sister screen read the other way
* marks the source's active call; other numbers are inactive results; nt = not tested or not shown. Not all compounds are listed; rates above refer to the full screens.

entry	canonical_smiles	CF NFkB block	NR2E3 ag-1	TWEAK-Fn14 inh	TROY signal inh	Shn3 inh set2	KKLEB tox	HIF-2a block	NR2E3 ag-2	Peg3 prom inh	TRAIL sens C8	MITF TRPM1 inh
1	O=S(=O)(Nc1ccc(Cc2ccncc2)cc1)c1cccs1	-13	20	-6	-3	12	16	1	0	19	-1	-2
2	CC(C)c1nnc(NC(=O)Cc2ccccc2[N+](=O)[O-])s1	18	-17	-15	-27	8	-19	-47	0	-38	6	-4
3	O=C(Cc1ccc(Br)cc1)Nc1ccc2[nH]ncc2c1	53*	-14	1	9	13	-45	17	5	5	1	-3
4	CCOC(=O)c1sc2nc(CC(=O)OC)nc(NCc3ccc(F)cc3)c2c1C	17	10	-3	32	76	-26	-6	-1	16	14	10
5	NC(=O)c1cc(S(=O)(=O)NCCCc2ccco2)cs1	-13	5	25	12	26	0	-2	3	9	0	10
6	CCOc1ccc(-c2nnc3sc(COc4ccccc4)nn23)cc1	7	4	-1	4	0	4	6	-1	5	10	1
7	CCOc1cc(/C=N\Nc2ccc([N+](=O)[O-])cc2)ccc1OCC(=O)Nc1ccc(C)c(C)c1	-16	-4	-61	3	2	-15	7	1	12	2	2
8	COCC(C)n1c(C)cc(C(=O)CSc2ncccn2)c1C (stereo not drawn)	3	-30	5	24	-44	-11	-81	-4	-53	10	-20

2 entries picked at random from the list so far:
entry	canonical_smiles	CF NFkB block	NR2E3 ag-1	TWEAK-Fn14 inh	TROY signal inh	Shn3 inh set2	KKLEB tox	HIF-2a block	NR2E3 ag-2	Peg3 prom inh	TRAIL sens C8	MITF TRPM1 inh
5	NC(=O)c1cc(S(=O)(=O)NCCCc2ccco2)cs1	-13	5	25	12	26	0	-2	3	9	0	10
1	O=S(=O)(Nc1ccc(Cc2ccncc2)cc1)c1cccs1	-13	20	-6	-3	12	16	1	0	19	-1	-2

The listing continues:
entry	canonical_smiles	CF NFkB block	NR2E3 ag-1	TWEAK-Fn14 inh	TROY signal inh	Shn3 inh set2	KKLEB tox	HIF-2a block	NR2E3 ag-2	Peg3 prom inh	TRAIL sens C8	MITF TRPM1 inh
9	Cc1nnc(N2CCOCC2)c2ccccc12	-9	-7	-9	14	-2	0	2	4	6	-7	3
10	C/C(=N\NC(=S)NC1CCCCC1)c1cccs1	-12	-29	-8	21	1	-6	-226	5	-134	3	-2
11	Cc1cc(Cl)ccc1OCC(=O)N1CCCCC1	0	-77	-24	-74	-40	2	-191	5	-142	4	-57
12	Cc1ccc(CN2CCN(C/C(Cl)=C/c3ccccc3)CC2CCO)o1 (stereo not drawn)	-18	-5	42	15	20	2	4	5	6	2	1
13	C=CCn1c(SCC(N)=O)nc2nc3c(cc2c1=O)COC(C)(C)C3	1	-17	-9	1	7	-1	13	-2	-1	-23	-19
14	Cc1ccc2c(c1)N(C(=O)CCC(=O)NCCN1CCOCC1)CC(C)O2 (stereo not drawn)	11	-13	4	1	-10	-1	7	2	1	-5	nt
15	Cc1ccc2nsnc2c1NC(=O)COc1ccccc1F	14	-24	-3	6	8	-4	8	-3	6	-5	-6
16	COC(=O)c1c(C)oc(C)c1S(=O)(=O)N(Cc1ccccc1)C(C)C	21	-9	-4	-20	-2	5	15	0	19	18	nt
17	CN(Cc1cccs1)S(=O)(=O)c1ccc(Cl)cc1F	1	-12	-13	-18	-7	10	-13	2	2	0	-10
18	CC(CNC(=O)CC[C@H]1O[C@@H](n2cnc3c(NC(=O)c4ccccc4)ncnc32)[C@H](O)[C@@H]1O)c1ccccc1 (stereo partly drawn)	-18	-5	-19	3	-21	1	-8	nt	-6	1	nt
19	O=C(Nc1ccc2c(c1)OCO2)c1cc(C2CCCN(C(=O)CCCc3ccccc3)C2)on1 (stereo not drawn)	-13	-26	-20	-11	4	-7	-87	nt	-53	4	nt
20	CC(C)(C)OC(=O)N1CCC(C(=O)O)CC1	0	2	-12	17	-4	4	14	-4	15	1	-11
21	CC(Sc1nc(N)cc(=O)[nH]1)C(=O)Nc1nc2c(s1)CCCC2 (stereo not drawn)	20	-21	-18	0	-1	0	1	5	4	8	-2
22	O=C(CNC(=O)c1ccc(Cl)cc1)OCn1nnc2ccccc2c1=O	-25	-1	-14	-11	-13	8	-15	3	-4	-6	-6
23	S=C(c1ccc2c(c1)OCO2)N1CCN(c2cccc(Cl)c2)CC1	25	-16	29	16	2	-17	-4	nt	14	12	15
24	Cc1ccc(C(=O)N/C(=C\c2cn(S(=O)(=O)N(C)C)c3ccccc23)C(=O)NCCCN2CCOCC2)cc1	31	-8	7	-20	-2	-14	5	3	-6	-6	-11
25	O=c1oc2ccccc2n1CCn1c2ccccc2c2nc3ccccc3nc21	14	-14	2	nt	24	-6	-11	6	-2	10	-6
26	C=CCN(CC=C)C(=O)Nc1ccc2nc(C)sc2c1	10	-16	8	-2	-27	6	-32	2	-47	4	-4
27	CCOP(=O)(OCC)C(O)c1cc(OC)c(OC)c(OC)c1 (stereo not drawn)	-10	-9	19	12	1	2	-1	-1	4	12	-5
28	CN(C(=O)CCN1C(=O)c2ccccc2C1=O)c1ccccc1	0	-3	-22	7	8	1	13	2	19	1	-5
29	Cc1ccc(-n2ncc3c(=O)n(CC(=O)N(C)C)cnc32)cc1C	-5	-12	-2	-10	-19	18	-95	-1	-56	-10	-6
30	O=C1CCCc2c1nc(-c1ccccc1)n2O	-4	-26	-12	-7	-2	8	-1	6	6	-11	-5
31	O=c1[nH]nc(N/N=C/c2ccccc2OC(F)F)c(=O)[nH]1	1	-4	8	-7	6	-6	19	3	6	-14	5
32	CCOC(=O)c1cc(C#N)c(SCC(=O)O)[nH]c1=O	8	-4	-24	4	-11	10	21	0	8	10	-21
33	COc1ccc(-c2nnc3ccc(SCC(N)=O)nn23)cc1OC	8	-18	-8	15	-3	-8	-16	-2	13	3	2
34	CC(C)CCNC(=O)NC(=O)CSc1nnc(-c2ccccc2Br)o1	-30	-30	-13	11	-3	8	-22	1	-4	-22	6
35	O=C(Nc1ccc(Nc2ccccc2)cc1)c1ccco1	-9	-91	3	-74	nt	-1	-265	0	-317	25	-70
36	COc1ccc(-c2noc(=O)n2Cc2ccccc2Cl)cc1	-2	-11	-8	-5	7	4	19	-2	24	8	11
37	O=C(CC1N=C2c3ccccc3N=C(SCc3ccc(F)cc3)N2C1=O)NCc1ccco1 (stereo not drawn)	24	-22	-21	-37	-23	-13	-78	1	-55	-7	-7
38	CCCCCCCNC(=O)C1(CC2CC(c3ccc(Cl)cc3)=NO2)CCN(C(=O)C2CCCC2)CC1 (stereo not drawn)	-8	-5	-53	-20	13	5	8	2	17	26	-1
39	Cc1ccc(-c2ccc(CN3C(C(C)C)C(=O)N(Cc4cn(CC5CCCCC5)nn4)CCS3(=O)=O)cc2)cc1 (stereo not drawn)	42	-3	23	7	51	3	18	nt	19	-4	nt
40	CC(=O)Nc1ccc(S(=O)(=O)N2CCN(Cc3csc(C)n3)CC2)cc1	-6	10	-4	10	-10	4	10	3	11	-3	-8
41	Cc1cc(C)cc(N(C(=O)c2csnn2)C(C(=O)NC(C)(C)C)c2cccnc2)c1 (stereo not drawn)	-11	3	-8	-3	15	9	20	-1	5	2	-3
42	Cc1ccccc1C1NC(c2ccccc2C)C(C)C(=O)C1C (stereo not drawn)	6	-27	-18	19	-11	3	21	0	23	8	5
43	Cn1c(=O)c(=O)n(C)c2cc(S(=O)(=O)N3CCCC3C(=O)NCc3cccs3)ccc21 (stereo not drawn)	-20	-9	0	-9	1	7	5	-4	4	15	11
44	CCOC(=O)C(c1ccccc1)C(Nc1cc(C(F)(F)F)cc(C(F)(F)F)c1)c1ccccn1 (stereo not drawn)	-2	-1	6	-5	3	-2	12	4	15	-5	6
45	O=C(NCCOc1ccc(Cl)cc1)C1CC(=O)N(c2ccc3c(c2)OCCO3)C1 (stereo not drawn)	-2	-8	-2	8	-2	-5	-3	0	-1	-14	0
46	O=C(NN1C(=O)c2ccccc2NC1c1cccnc1)c1ccc([N+](=O)[O-])cc1 (stereo not drawn)	-10	8	6	22	-37	6	5	1	3	-8	21
47	Cc1ccc(C2Nc3ccccc3C(=O)N2CCCN2CCOCC2)cc1 (stereo not drawn)	13	1	-17	-13	5	-10	17	-3	20	1	19
48	CN(Cc1nc(-c2cnccn2)no1)CC(O)c1ccccc1 (stereo not drawn)	23	-31	-17	-5	-1	-8	13	1	-1	4	-13
49	Cc1cc(NS(=O)(=O)c2ccc(NC(=O)/C=C/c3ccccc3)cc2)nc(C)n1	-6	4	-5	10	-17	5	15	nt	-6	7	3
50	Cc1cc(NC(=O)COC(=O)Cn2c(C)csc2=O)ccc1Br	12	1	5	6	1	4	-7	0	1	-6	10
51	O=C(c1c(F)cccc1F)N(Cc1cccs1)C1CCCC1	16	5	6	2	-5	-5	16	-3	24	-2	-16
52	COc1ccc2cc(C3=CC(=O)C[C@H](c4ccc5c(c4)OCO5)C3)ccc2c1	-4	11	-40	-26	-45	-4	-72	-2	-43	-3	-13
53	CCOc1ccc(C(=O)Nc2ccc(N3CCCC3)cc2)cc1	5	-9	-57	-31	-8	1	-12	-2	-32	6	-3
54	C1CN=C(NC23CC4CC(CC(C4)C2)C3)C1	-15	24	11	-13	3	-2	20	5	15	-2	-3
55	Cc1cccc(C)c1OCc1cc(C(=O)N2CCCCCCC2)no1	0	-20	-28	-30	-5	15	-92	2	-29	15	-38
56	C[n+]1cccc(C(=O)[O-])c1	0	10	4	-11	-1	22	9	4	3	-3	4
57	O=C(COC(=O)c1ccc(O)cc1O)NC(=O)Cc1ccccc1	-2	-24	9	9	-15	-3	4	nt	4	-17	3
58	COc1ccc(CCNC(=O)c2cccc(NS(=O)(=O)c3ccccc3F)c2)cc1OC	16	22	17	10	2	-4	21	3	3	-6	0
59	COc1cc(/C=C2/C(=O)ON=C2c2ccccc2)ccc1O	-19	-22	14	-9	-31	6	53*	0	44	12	21
60	O=C(Nc1nnc(C2CC2)s1)C1=NN(C2CCS(=O)(=O)C2)C(=O)CC1 (stereo not drawn)	10	-9	-5	-10	3	3	18	0	19	1	3
61	Cc1c(C(=O)Nc2ccccc2F)sc2ncn(CC(=O)N3CCOCC3)c(=O)c12	0	-10	3	-1	-7	4	-13	0	-3	-14	-1
62	CCCCn1nc(CC(=O)NCCN(CC)CC)c2ccccc2c1=O	8	0	0	4	-16	2	14	4	-5	3	-6
63	O=C(c1cc(-c2ccncc2)nc2c(Cl)cccc12)N1CCN(c2ccccc2F)CC1	13	-30	1	-7	3	-4	11	3	7	20	28
64	COC(=O)CCNC(=O)Cn1cnc2sc3c(c2c1=O)CCCC3	4	-3	-6	0	-13	13	12	0	18	-2	-9
65	COc1ccc(NC(=O)C2CCN(S(=O)(=O)c3ccc4c(c3)NC(=O)CO4)CC2)cc1	11	-13	7	-12	-11	-8	2	-1	4	-14	3
